bIAP inh: intestinal alkaline phosphatase (bovine) inhibition. purified bovine IAP, CDP-star luminescence, 30 min. inhibition, % at 20 µM. 190,000 tested, under 10 active. AID 1019;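 active means over 50% inhibition of intestinal alkaline phosphatase at 20 µM in the single-dose screen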
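System: Purified bovine intestinal alkaline phosphatase (IAP) enzyme | Input: IAP diluted 1/65,000,000 in the well | Also added: CDP-star chemiluminescent phosphatase substrate, 30 µM final | Dosing: 20 µM single dose | Times: Enzyme reaction for 30 min at room temperature | Detection: Luminescence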
PPARg SRC1 recr: promotes SRC-1 coactivator recruitment by human PPARgamma; PPARgamma-SRC-1 coactivator recruitment biochemical assay; activation, % at 8 µM; 200,000 tested, 0.41% active; AID 631; in the data active means activation above about 19%;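 further: 0% = DMSO and 100% = reference agonist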
Target sequence (P37231 whole entry, looked up): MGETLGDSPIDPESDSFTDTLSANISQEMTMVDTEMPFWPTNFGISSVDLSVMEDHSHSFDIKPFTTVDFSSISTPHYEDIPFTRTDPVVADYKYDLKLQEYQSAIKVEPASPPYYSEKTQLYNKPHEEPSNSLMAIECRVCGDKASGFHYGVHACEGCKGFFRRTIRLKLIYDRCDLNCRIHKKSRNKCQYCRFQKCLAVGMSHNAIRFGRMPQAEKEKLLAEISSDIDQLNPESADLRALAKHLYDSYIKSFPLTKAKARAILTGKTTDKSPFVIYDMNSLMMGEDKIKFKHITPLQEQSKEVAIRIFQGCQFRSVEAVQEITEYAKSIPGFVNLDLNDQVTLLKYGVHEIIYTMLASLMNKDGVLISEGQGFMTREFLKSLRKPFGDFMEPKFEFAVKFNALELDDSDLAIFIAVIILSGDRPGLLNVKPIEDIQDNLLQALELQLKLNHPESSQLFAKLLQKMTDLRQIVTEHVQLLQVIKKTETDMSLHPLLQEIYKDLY
STAT3 inh: inhibitors of IL-6 induced STAT3 signaling | AID 862 | 190,000 tested, 0.89% active | U3A cells, IL-6 STAT3-luciferase reporter, luminescence; host cell line lacks STAT1 | inhibition, % at 5.5 µM;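 active means inhibition above the mean inhibition across all screened compounds plus 3 SD, cut at about 44% in these data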;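 further: 0% = DMSO only wells and 100% = 100 µM nifuroxazide control wells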
SRC2 TRFRET art: flags TR-FRET format artefacts in PPARgamma SRC-2 recruitment agonist screen; TR-FRET artefact counter-screen; active compounds read high; TR-FRET ratio at 8 µM; 200,000 tested, 0.4% active; in the data active means TR-FRET ratio above about 2000; further: inactives centre near 1500
bIAP activator: increases bovine intestinal alkaline phosphatase activity; purified bovine IAP, CDP-star luminescence, 30 min; active compounds read high; fold of DMSO-control signal, blank-subtracted; activation factor at 20 µM; 200,000 tested, 0.17% active; AID 1016;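 active means activation factor of 2 or more at 20 µM, a signal rise over negative controls twice the positive control's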
PPARg SRC3 recr: PPARgamma-driven SRC-3 recruitment agonism; P37231; 200,000 tested, 0.26% active; biochemical PPARgamma/SRC-3 coactivator recruitment assay; activation, % at 8 µM; in the data active means activation above about 23%;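 further: 0% = DMSO and 100% = reference agonist; some compounds past the cut are filed as inactive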
PPARg SRC-2 ag: promotes SRC-2 coactivator recruitment by human PPARgamma; P37231; PPARgamma LBD-SRC-2 recruitment, biochemical; activation, % at 8 µM; 200,000 tested, 0.34% active; AID 1032; in the data active means activation above about 22%;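 further: 0% = vehicle and 100% = reference agonist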
STAT3 activator: increases IL-6 driven STAT3 reporter signal; U3A cells, IL-6 STAT3-luciferase reporter, luminescence; 100% = signal with IL-6 EC80 alone; activation (% of control), % at 5.6 µM; 190,000 tested, 0.91% active; AID 871;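 active means activation above the screen-wide mean of compound activation plus 3 SD, cut at about 130% in these data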;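 further: 0% = background luminescence of wells with medium and substrate only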
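Material: human STAT1-deficient U3A cells with stable STAT3-luciferase reporter / Probe or stimulus: IL-6 stimulus at 33 ng/mL final / Schedule: 1 h compound pre-exposure, 6 h IL-6 stimulation, 37 °C / Technique: luminescence / Read-out basis: percent of IL-6-only median luminescence / Control set: IL-6-only high control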
TNAP act hi DEA: increases human TNAP activity under high phosphate acceptor concentration; 200,000 tested, under 10 active; AID 1136; activation factor at 20 µM; purified TNAP, CDP-star luminescence, 1 M DEA, 30 min; active compounds read high; 0 = EDTA background, 1 = DMSO-only activity; P05186;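 active means activation factor at least 2 at 20 µM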
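Test system – human TNAP · Doses – 20 µM single point · Incubation – 30 min, room temperature · Signal – luminescent substrate turnover signal · Read-out basis – activation factor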
ROMK mod: human ROMK K+ channel modulation, primary screen. P48048. Tet-inducible ROMK, thallium flux fluorescence; actives lie on both sides. B-score at 10 µM. 130,000 tested, 2% active. AID 1918;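 active means signal ratio slope over the read window, or its plate-corrected B-score, at least 3 SD from the plate mean, either direction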;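 further: B-score of the F/F0 ratio slope over 7 to 12 s after thallium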
Target sequence (P48048 whole entry, looked up): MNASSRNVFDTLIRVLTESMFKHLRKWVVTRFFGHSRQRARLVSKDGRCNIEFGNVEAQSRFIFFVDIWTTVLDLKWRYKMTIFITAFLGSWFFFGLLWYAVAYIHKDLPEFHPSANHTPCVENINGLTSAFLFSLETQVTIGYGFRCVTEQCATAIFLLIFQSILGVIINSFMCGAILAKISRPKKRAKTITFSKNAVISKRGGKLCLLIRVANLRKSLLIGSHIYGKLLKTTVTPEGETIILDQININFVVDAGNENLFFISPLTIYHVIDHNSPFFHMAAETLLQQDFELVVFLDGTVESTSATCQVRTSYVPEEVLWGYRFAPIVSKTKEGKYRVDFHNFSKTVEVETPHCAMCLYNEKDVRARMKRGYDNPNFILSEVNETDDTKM
STAT1 inh: inhibitors of IFN-gamma induced STAT1 signaling. NIH 3T3 STAT1-luciferase reporter, luminescence. inhibition, % at 5.5 µM. 200,000 tested, 0.35% active. AID 920;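 active means inhibition above a set limit, the mean inhibition across all tested compounds plus 3 SD, cut at about 34% in these data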;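 further: 0% = IFN-gamma with DMSO and 100% = IFN-gamma with 300 µM nifuroxazide; values of inactives mirror those of a sister screen read the other way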
Starred values were filed as active, the others as inactive.

For O=C(c1ccc(-c2ccccc2)cc1)N1CCN(c2ncccn2)CC1 the results were bIAP inh 3.8, PPARg SRC1 recr -3.8, STAT3 inh -6.7, SRC2 TRFRET art 1372, bIAP activator 1, PPARg SRC3 recr -7.9, PPARg SRC-2 ag -1.0, STAT3 activator 105.5, TNAP act hi DEA 1, ROMK mod -0.252 and STAT1 inh -3.1.
Screening CC1=C(C(=O)OCC2CCCO2)C(c2ccc(F)cc2)NC(=O)N1 (stereo unspecified) returned bIAP inh -6.3, PPARg SRC1 recr 9.0, STAT3 inh 5.1, SRC2 TRFRET art 1674, bIAP activator 1.1, PPARg SRC3 recr 5.7, PPARg SRC-2 ag 9.2, STAT3 activator 97.6, TNAP act hi DEA 1, ROMK mod 0.0397 and STAT1 inh 4.9.
For O=C(NC1(C(F)(F)F)C(=O)Nc2c1c(=O)[nH]c(=O)n2-c1ccccc1)c1cccnc1 (stereo unspecified) the results were bIAP inh 6.9, PPARg SRC1 recr 3.6, STAT3 inh -0.1, SRC2 TRFRET art 1476, bIAP activator 0.9, PPARg SRC3 recr 1.9, PPARg SRC-2 ag 9.1, STAT3 activator 102.6, TNAP act hi DEA 1, ROMK mod -0.195 and STAT1 inh -4.1.
Screening COc1cccc(NC(=O)c2ccccc2-c2nc(-c3ccc(F)cc3)no2)c1 returned bIAP inh 0.9, PPARg SRC1 recr -0.6, STAT3 inh -6.1, SRC2 TRFRET art 1591, bIAP activator 1, PPARg SRC3 recr -0.2, PPARg SRC-2 ag 5.3, STAT3 activator 107.2, TNAP act hi DEA 1 and STAT1 inh -4.9.
`COc1ccc(C(=O)/C=C/Nc2cccc(O)c2)cc1` gave bIAP inh 9.5, PPARg SRC1 recr 0.7, STAT3 inh 93.1*, SRC2 TRFRET art 1402, bIAP activator 0.9, PPARg SRC3 recr -2.1, PPARg SRC-2 ag 0.4, STAT3 activator 22.5, TNAP act hi DEA 1 and STAT1 inh 3.5.
For CCOC(=O)c1cc2c(=O)n3ccccc3nc2n(CC(C)C)c1=NC(=O)c1c(-c2c(F)cccc2Cl)noc1C the results were bIAP inh 0.4, PPARg SRC1 recr 5.9, STAT3 inh -2.8, SRC2 TRFRET art 1577, bIAP activator 1, PPARg SRC3 recr -5.2, PPARg SRC-2 ag 8.1, STAT3 activator 98.1, TNAP act hi DEA 1 and STAT1 inh 11.2.
COc1ccc(-c2noc(-c3ccccc3C(=O)Nc3cccnc3)n2)cc1 was read as bIAP inh -1.2, PPARg SRC1 recr -1.9, STAT3 inh 3.7, SRC2 TRFRET art 1451, bIAP activator 1, PPARg SRC3 recr -1.8, PPARg SRC-2 ag -9.1, STAT3 activator 101.0, TNAP act hi DEA 1 and STAT1 inh -5.5.
O=C(c1cnsn1)N1CCC(CO)(Cc2ccc(Cl)cc2)CC1 was read as bIAP inh 6.3, PPARg SRC1 recr -2.4, STAT3 inh 4.3, SRC2 TRFRET art 1596, bIAP activator 0.9, PPARg SRC3 recr 1.1, PPARg SRC-2 ag 0.5, STAT3 activator 100.9, TNAP act hi DEA 1, ROMK mod 0.042 and STAT1 inh 5.0.
For Cn1c(=O)oc2cc(S(=O)(=O)NCCC(=O)NC3CCCc4ccccc43)ccc21 (stereo unspecified) the results were bIAP inh 8.3, PPARg SRC1 recr -8.4, STAT3 inh 19.3, SRC2 TRFRET art 1482, bIAP activator 0.9, PPARg SRC3 recr -4.8, PPARg SRC-2 ag -1.4, STAT3 activator 88.7, TNAP act hi DEA 1 and STAT1 inh 6.1.
For CCOC(=O)C1=C(c2ccccc2)N=c2s/c(=C\c3cccc(O)c3)c(=O)n2C1c1cccs1 (stereo unspecified) the results were bIAP inh -1.3, PPARg SRC1 recr 7.2, STAT3 inh 23.3, SRC2 TRFRET art 1744, bIAP activator 1, PPARg SRC3 recr 16.5, PPARg SRC-2 ag 20.7, STAT3 activator 84.7, TNAP act hi DEA 0.9 and STAT1 inh 3.0.
Cc1ccc(OCCC(=O)OCC(=O)Nc2ccc(Cl)cn2)cc1 was read as bIAP inh 0.5, PPARg SRC1 recr 2.9, STAT3 inh 5.9, SRC2 TRFRET art 1722, bIAP activator 1, PPARg SRC3 recr -1.9, PPARg SRC-2 ag 3.8, STAT3 activator 100.4, TNAP act hi DEA 1 and STAT1 inh -0.5.
`COc1ccc(-c2csc(NC(=O)COC(=O)C3=COCCO3)n2)cc1` gave bIAP inh -9.8, PPARg SRC1 recr -1.6, STAT3 inh 2.4, SRC2 TRFRET art 1577, bIAP activator 1.1, PPARg SRC3 recr 4.9, PPARg SRC-2 ag -0.5, STAT3 activator 98.5, TNAP act hi DEA 1, ROMK mod -0.539 and STAT1 inh -30.8.
CCn1c(Cc2ccccc2)nnc1SCC(=O)Nc1nc(C)c(C)s1 was read as bIAP inh 9.2, PPARg SRC1 recr 3.1, STAT3 inh 7.0, SRC2 TRFRET art 1465, bIAP activator 0.9, PPARg SRC3 recr -3.2, PPARg SRC-2 ag -2.2, STAT3 activator 99.5, TNAP act hi DEA 1, ROMK mod 0.535 and STAT1 inh -6.1.
Screening CCc1ccccc1NC(=O)N[C@H](C(=O)O)C(C)C returned bIAP inh 9.6, PPARg SRC1 recr -3.4, STAT3 inh 7.7, SRC2 TRFRET art 1414, bIAP activator 0.9, PPARg SRC3 recr -10.6, PPARg SRC-2 ag 6.8, STAT3 activator 99.8, TNAP act hi DEA 1.1 and STAT1 inh -0.1.
Screening O=C(c1ccco1)N1CCN(C(c2ccccn2)c2nnnn2C2CCCC2)CC1 (stereo unspecified) returned bIAP inh -0.2, PPARg SRC1 recr 2.6, STAT3 inh 4.3, SRC2 TRFRET art 1538, bIAP activator 1, PPARg SRC3 recr 8.6, PPARg SRC-2 ag 5.8, STAT3 activator 98.1, TNAP act hi DEA 1 and STAT1 inh 3.7.
`CCc1ccc(N2CC(O)(c3cccs3)[N+]3=C2SCCC3)cc1` (stereo unspecified) gave bIAP inh 0.8, PPARg SRC1 recr -2.7, STAT3 inh 7.6, SRC2 TRFRET art 1719, bIAP activator 1, PPARg SRC3 recr 1.3, PPARg SRC-2 ag 7.3, STAT3 activator 100.0, TNAP act hi DEA 1, ROMK mod -1.37 and STAT1 inh 17.4.
For CCS(=O)(=O)NCC(c1ccco1)N1CCN(c2ccccc2F)CC1 (stereo unspecified) the results were bIAP inh 6.4, PPARg SRC1 recr -0.8, STAT3 inh -5.2, SRC2 TRFRET art 1578, bIAP activator 0.9, PPARg SRC3 recr -4.0, PPARg SRC-2 ag 7.1, STAT3 activator 102.1, TNAP act hi DEA 1, ROMK mod 0.139 and STAT1 inh 0.5.
Screening Brc1c(CSc2nc3ccccc3s2)nc2ncccn12 returned bIAP inh 23.2, PPARg SRC1 recr 5.1, STAT3 inh -5.8, SRC2 TRFRET art 1638, bIAP activator 0.8, PPARg SRC3 recr 4.6, PPARg SRC-2 ag 7.5, STAT3 activator 101.0, TNAP act hi DEA 1 and STAT1 inh -36.0.
`COC(=O)Cc1c(O)ccn(CCc2ccccc2)c1=O` gave bIAP inh -9.0, PPARg SRC1 recr 1.6, STAT3 inh 3.9, SRC2 TRFRET art 1547, bIAP activator 1.1, PPARg SRC3 recr 6.7, PPARg SRC-2 ag 8.8, STAT3 activator 97.8, TNAP act hi DEA 1, ROMK mod 0.406 and STAT1 inh 0.8.
Screening CN1CCN(CC(=O)Nc2sc3c(c2C#N)CCC(C(C)(C)C)C3)CC1 (stereo unspecified) returned bIAP inh 0.9, PPARg SRC1 recr -3.3, STAT3 inh 4.0, SRC2 TRFRET art 1588, bIAP activator 1, PPARg SRC3 recr 7.1, PPARg SRC-2 ag -5.0, STAT3 activator 99.8, TNAP act hi DEA 1, ROMK mod 0.00826 and STAT1 inh 0.8.
For CCCC(=O)Nc1cccc(C(=O)Nc2nccs2)c1 the results were bIAP inh -1.7, PPARg SRC1 recr 4.8, STAT3 inh 7.1, SRC2 TRFRET art 1289, bIAP activator 1, PPARg SRC3 recr -2.7, PPARg SRC-2 ag -11.1, STAT3 activator 97.0, TNAP act hi DEA 1 and STAT1 inh -5.5.
`c1csc(-c2nc3nc4ccccc4nc3n2Cc2ccc3c(c2)OCO3)c1` gave bIAP inh 4.8, PPARg SRC1 recr -3.5, STAT3 inh 1.6, SRC2 TRFRET art 1392, bIAP activator 1, PPARg SRC3 recr 2.4, PPARg SRC-2 ag 4.0, STAT3 activator 102.2, TNAP act hi DEA 1 and STAT1 inh -25.7.
For CCN1C(=O)/C(=C/c2cn(C)nc2C)SC1=S the results were bIAP inh 4.9, PPARg SRC1 recr 9.8, STAT3 inh 10.7, SRC2 TRFRET art 1568, bIAP activator 1, PPARg SRC3 recr 10.3, PPARg SRC-2 ag 6.5, STAT3 activator 91.3, TNAP act hi DEA 1.1, ROMK mod -1.08 and STAT1 inh 7.7.
Cc1ccc(S(=O)(=O)NC(C)(C)CSc2nnc(Nc3ccccc3)s2)cc1 was read as bIAP inh 1.7, PPARg SRC1 recr -0.9, STAT3 inh 9.5, SRC2 TRFRET art 1470, bIAP activator 1, PPARg SRC3 recr 3.5, PPARg SRC-2 ag -6.6, STAT3 activator 94.8, TNAP act hi DEA 1, ROMK mod -0.00237 and STAT1 inh 2.4.
`O=C(NC1CCS(=O)(=O)C1)/C(=C\c1ccccc1)NC(=O)c1ccccc1` (stereo unspecified) gave bIAP inh 16.7, PPARg SRC1 recr -0.1, STAT3 inh -10.8, SRC2 TRFRET art 1623, bIAP activator 0.8, PPARg SRC3 recr -6.3, PPARg SRC-2 ag -5.9, STAT3 activator 112.3, TNAP act hi DEA 1 and STAT1 inh -6.6.
Screening Cc1ccc(Cl)cc1-n1ncc2c(NNC(=O)c3ccco3)ncnc21 returned bIAP inh -37.2, PPARg SRC1 recr 3.2, STAT3 inh 17.1, SRC2 TRFRET art 1643, bIAP activator 1.4, PPARg SRC3 recr 0.0, PPARg SRC-2 ag 4.4, STAT3 activator 91.5, TNAP act hi DEA 1, ROMK mod -0.792 and STAT1 inh -4.9.
For COc1ccc(S(=O)(=O)N(C)C)cc1NCC(=O)Nc1ccc(F)cc1F the results were bIAP inh 0.5, PPARg SRC1 recr 6.7, STAT3 inh 2.7, SRC2 TRFRET art 1584, bIAP activator 1, PPARg SRC3 recr 1.5, PPARg SRC-2 ag 2.7, STAT3 activator 101.0, TNAP act hi DEA 1, ROMK mod -0.0122 and STAT1 inh -1.2.

Screening data as filed in PubChem BioAssay.
